# Source: PubChem BioAssay (National Center for Advancing Translational Sciences (NCATS))
# Menin MLL FP TR – menin-MLL binding inhibition, Texas Red mutant peptide. Potency, µM (series often up to 61.6 µM), without a hit: at the highest dose FP activity change, negative = inhibition, actives largely listed as inhibitors. O00255. Menin + Texas Red MLL mutant peptide, fluorescence polarization. hit rate 0.23% among 270,000; active = well fitted inhibition curve with a large enough effect in the polarisation, with a control signal flat, not every such curve was filed as active; inconclusive = small, poorly fitted or top-dose-only effect, or effect the other way, or a change in a side signal; inactive = no such curve, though single readings can be large or run the other way; the % refers to the polarisation; note: potency is the fitted concentration of half-maximal effect; % of control where 0% means no effect; many of its hits are not listed in these tables
# Target sequence (O00255 whole entry, looked up): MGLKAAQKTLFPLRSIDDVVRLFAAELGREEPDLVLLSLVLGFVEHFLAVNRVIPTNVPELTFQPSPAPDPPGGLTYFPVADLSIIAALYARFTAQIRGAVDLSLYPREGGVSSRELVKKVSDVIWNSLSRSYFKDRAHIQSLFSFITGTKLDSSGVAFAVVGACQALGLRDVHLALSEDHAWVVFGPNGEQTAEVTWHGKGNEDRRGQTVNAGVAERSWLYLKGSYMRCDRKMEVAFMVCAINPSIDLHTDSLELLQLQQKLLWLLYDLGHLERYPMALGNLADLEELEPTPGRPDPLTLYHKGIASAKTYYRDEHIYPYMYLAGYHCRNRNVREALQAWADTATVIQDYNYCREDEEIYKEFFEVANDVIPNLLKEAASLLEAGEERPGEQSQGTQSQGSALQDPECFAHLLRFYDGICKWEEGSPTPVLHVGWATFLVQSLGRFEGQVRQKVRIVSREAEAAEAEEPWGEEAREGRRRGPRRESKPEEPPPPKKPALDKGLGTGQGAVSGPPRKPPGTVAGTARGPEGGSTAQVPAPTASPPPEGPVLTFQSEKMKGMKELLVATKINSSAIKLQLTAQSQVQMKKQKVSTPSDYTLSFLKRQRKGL
# FBPA coupling cs – coupling enzyme interference in Giardia aldolase counter-screen. coupling enzyme system counterscreen, AmpLite Red fluorescence. activity change, negative = inhibition, % at 58.2 µM, hits read low. hit rate 0.67% among 290,000. AID 2472; in the data active = activity change below about -30%; note: % is set by controls: 0 for no effect and ±100 for the full control effect
#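 Fluorescence at 525 nm excitation and 598 nm emission measured inhibition of the coupled detection system without aldolase. Compounds (at 57.5 uM final) were preincubated 10 min at room temperature with coupling enzyme reagent before a 20 min substrate/AmpLite Red step.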
# USP2a block – blocks human ubiquitin-specific protease USP2a. O75604. USP2 core, Ub-CHOP2 coupled fluorogenic reporter, 485/531. Potency, µM (titrated, usually from 38.3 µM), for the others: top-dose activity change, negative = inhibition, hits mostly inhibitors. hit rate 0.01% among 330,000;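 note: potency is the fitted concentration of half-maximal effect; plate controls were DMSO wells for no effect and full inhibition by NEM control for full effect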
#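 USP2 core (10nM final) preincubated 30min RT with compound in 20mM Tris-HCl pH 8.0, 2mM CaCl2, 2mM beta-mercaptoethanol, 0.05% CHAPS; 25nM Ub-CHOP2 plus 25nM reporter substrate added, fluorescence (Ex485/Em531) read after 60min.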
# TRPV1 ag – activates the human vanilloid receptor TRPV1. Q8NER1. TRPV1-expressing cells, Fluo-8 calcium influx, agonist mode. activation, % at 8.33 µM. hit rate 0.19% among 320,000. AID 540275; in the data active = activation above about 80%; inconclusive = between about 30% and that limit; note: 0% is about no effect
#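 Fluo-8 calcium influx in TRPV1-expressing cells, kinetic read (ex 480/em 520 nm). Compound added and read 3 min for agonist activity, followed by capsaicin at EC20 final and 2 min further read for enhancement.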
# KCNH2 3.1 block – KCNH2 3.1 (human) potassium channel inhibition | U2OS KCNH2 3.1, thallium flux FluxOr; active compounds read low | activity change, % (tested at about 1.8 µM) | hit rate 0.95% among 340,000;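 active = maximum activity change below -70%; inconclusive = maximum activity change from -70% to -50%; inactive = maximum activity change above -50%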;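 note: thallium influx rate constant from kinetic fluorescence after stimulation buffer; % is set by controls: 0 for no effect and ±100 for the full control effect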
#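 Channel expression came from 3.1 mutant virus (1.77 x 10^8 /mL) applied to suspended U2OS cells for 4 h. Flux was tracked with FluxOr dye plus Red40 quencher, and kinetic rate constants normalized to controls.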
# Giardia killer – Giardia lamblia killing. Giardia lamblia trophozoite viability. activity change, % at 7.66 µM, hits read low. hit rate 0.15% among 340,000. AID 540267; in the data active = activity change below about -80%; inconclusive = between about -30% and that limit;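 note: parasites exposed to compound for two days anaerobically before the ATP read; % is set by controls: 0 for no effect and ±100 for the full control effect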
#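 Killing of trophozoites was scored by loss of ATP luminescence after a 48 hrs anaerobic exposure to compounds at 37 deg C, using 100 cells per well.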
# KCNH2 WT inh – blocks the wildtype human KCNH2 potassium channel. Q12809. U2OS, BacMam KCNH2, thallium flux FluxOr; active compounds read low. activity change, % at 1.84 µM. hit rate 0.37% among 340,000;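 active = maximum activity change below -70%; inconclusive = maximum activity change between -70% and -50%; inactive = maximum activity change above -50%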; note: % is set by controls: 0 for no effect and ±100 for the full control effect
#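 U2OS cells transduced with wild-type KCNH2 virus are loaded with FluxOr dye for 45 min, and thallium flux is measured in kinetic reads before and after stimulation buffer. Rate constants are normalized to DMSO controls.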
# MLL CXXC-DNA inh – inhibitors of human MLL CXXC domain-DNA interaction | Q03164 | MLL-CXXC / FITC-HOXA9 DNA fluorescence polarization | Potency, µM (titrated, usually from 115 µM), for inactives: at the top dose activity change, negative = inhibition, usual class: inhibitors | hit rate 0.037% among 290,000; active = well fitted inhibition curve with a large enough effect in the polarisation, with a control signal flat, not every such curve was filed as active; inconclusive = small, poorly fitted or top-dose-only effect, or effect the other way, or a change in a side signal; inactive = no such curve, though single readings can be large or run the other way; the % refers to the polarisation; note: potency is the fitted concentration of half-maximal effect
#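 Purified MLL-CXXC (added from a 7 uM solution) was preincubated 5 min at ambient with pinned compounds in 50 mM Tris-HCl pH 7.5, 50 mM NaCl, 1 mM DTT, 0.05% BSA. Fluorescein-labeled HOX-A9 DNA (50 nM solution) followed, 30 min, then polarization read.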
# B2AR arrestin – agonists driving beta-arrestin recruitment to human beta2-adrenergic receptor; hit rate 0.02% among 330,000; P07550; beta-arrestin recruitment to beta2AR, cell-based reporter; Potency, µM (doses to about 46.1 µM), inactives show at the top dose activation, usual class: activators;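 note: potency is the fitted concentration of half-maximal effect; 0% = DMSO controls and full agonism = EC100 isoproterenol or metaproterenol; nearly all actives have a fitted effect of over 65% in size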
# PKM2 activator – PKM2 (human) enzyme activation; P14618; purified PKM2, Kinase-Glo ATP luminescence, activation; response scale: 0% is enzyme alone, no compound; Potency, µM (top dose mostly 57.5 µM), for inactives: at the top dose activation, usual class: activators; hit rate 0.34% among 260,000; AID 1631; note: potency is the fitted concentration of half-maximal effect; % is set by controls: 0 for no effect and ±100 for the full control effect; nearly all actives have a fitted effect of over 55% in size
# Target sequence (P14618 whole entry, looked up): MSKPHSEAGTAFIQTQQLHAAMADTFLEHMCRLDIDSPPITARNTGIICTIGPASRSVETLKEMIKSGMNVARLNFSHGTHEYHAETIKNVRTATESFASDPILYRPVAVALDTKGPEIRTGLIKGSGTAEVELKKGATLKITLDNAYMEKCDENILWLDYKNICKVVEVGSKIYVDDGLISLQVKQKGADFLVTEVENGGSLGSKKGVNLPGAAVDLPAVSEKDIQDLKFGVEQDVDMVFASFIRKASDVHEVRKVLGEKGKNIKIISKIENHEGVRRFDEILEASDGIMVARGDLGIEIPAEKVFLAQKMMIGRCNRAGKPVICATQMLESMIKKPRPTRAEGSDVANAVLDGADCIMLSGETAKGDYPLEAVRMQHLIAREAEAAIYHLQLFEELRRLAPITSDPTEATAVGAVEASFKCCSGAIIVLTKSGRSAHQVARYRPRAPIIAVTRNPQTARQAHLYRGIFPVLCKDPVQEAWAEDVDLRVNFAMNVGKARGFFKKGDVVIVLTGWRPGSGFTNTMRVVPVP
#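 ATP formation by purified human PK-M2, quantified via coupled luciferase luminescence after 1 h at room temperature with 0.1 mM ADP and 0.5 mM PEP final.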
# GALK inhibitor – inhibitors of human galactokinase | P51570 | Purified GALK, Kinase-Glo residual ATP luminescence | Potency, µM (titrated, usually from 57.5 µM), for inactives: top-dose activity change, negative = inhibition, most hits filed as inhibitors | hit rate 0.007% among 270,000; note: potency is the fitted concentration of half-maximal effect; % is set by controls: 0 for no effect and ±100 for the full control effect
#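 Luminescence from leftover ATP (Ultra-Glo luciferase/luciferin) served as read-out after a 1 h room-temperature reaction of 5 nM GALK with 35 uM ATP and 100 uM galactose.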
# Numbers without * were called inactive; i = inactive; ? = inconclusive; / = not tested or not shown; [ ] = dose if it differs, or a comment. Unless noted, calls come from the whole dose curve; as a rule, active = well fitted curve in the direction sought with a large enough effect; inconclusive = small, poorly fitted or top-dose-only effect, or another doubt; inactive = no such curve, though single readings can be large; an effect the other way counts as inactive or inconclusive.
SMILES,Menin MLL FP TR,FBPA coupling cs,USP2a block,TRPV1 ag,KCNH2 3.1 block,Giardia killer,KCNH2 WT inh,MLL CXXC-DNA inh,B2AR arrestin,PKM2 activator,GALK inhibitor
CCn1c(C)nc2cc(C(=O)N/N=C(\C)c3ccc(OC)cc3O)ccc21,1%,1,-1%,0,-25,-21,4,11%,0.0%,2%,13%
O=C(O)Cc1csc(-c2ccc(F)cc2)n1,0%,3,3%,2,-7,-10,-4,2%,-0.2%,-3%,13%
Cc1ccc(S(=O)(=O)N2CCN(C(=O)CSc3ncn[nH]3)CC2)c(C)c1,/,/,0%,0,2,-7,4,/,0.3%,/,/
COc1ccc(Cc2[nH]n3c(=O)cc(C(C)C)nc3c2-c2ccccc2)cc1,7%,6,-2%,2,5,-5,-17,-25%,-0.5%,-2%,3%
Cc1ccc2c(c1)N=C(c1ccc(Cl)cc1)CO2,3%,4,3%,6,2,23,2,-5%,0.1%,-2%,-1%
CCN(CC)CCNC(=O)Cc1c(C(=O)O)n(C)c2ccccc12,8%,1,0%,2,17,1,5,-7%,-0.6%,5%,-1%
Cc1cc(C)cc(NC(=O)C2CCC(CNC(=O)[C@@H]3Cc4ccccc4CN3)CC2)c1 (stereo not given in full),-13%,-1,-2%,-4,-13,0,17,4%,-0.6%,-4%,1%
Cc1c(NC(=O)C23CC4CC(CC(C)(C4)C2)C3)c(=O)n(-c2ccccc2)n1C,20%,-1,0%,1,3,12,-2,7%,-0.1%,-1%,-3%
CC(=O)NCC(=O)N1CCCC(C(=O)c2ccc3c4c(cccc24)CC3)C1 (stereo not given),-7%,-1,1%,-2,5,3,5,-14%,-0.4%,-4%,4%
CCOC(=O)c1ccc(NS(=O)(=O)c2ccc3c(c2)oc(=O)n3C)cc1,11%,4,1%,-1,12,-13,0,3%,-0.1%,0%,0%
O=C(NC(=C(Cl)Cl)S(=O)(=O)c1ccc(Cl)cc1)c1ccccc1,/,1,-1%,29,25,-3,/,10%,0.4%,2%,/
CSC(C(=O)c1cc2ccccc2o1)c1ccccc1 (stereo not given),/,/,-4%,-2,-4,-9,9,/,0.2%,/,/
O=C(O)c1ccc(C=NNC(=O)c2ccccc2NS(=O)(=O)c2cccs2)cc1,/,/,0%,/,-1,0,0,/,-0.3%,/,/
COc1ccc(S(=O)(=O)N2CCN(C(=O)c3cc(C)oc3C)CC2)cc1OC,/,/,0%,1,-5,-9,-8,/,0.1%,/,/
CN(CC(=O)NCc1ccncc1)S(=O)(=O)c1cc(Cl)ccc1Cl,-12%,2,2%,4,1,8,0,?,-0.1%,-3%,-1%
Fc1ccc(OCc2cc(-c3ccccc3)no2)cc1,2%,3,3%,?,-2,-16,1,-10%,0.3%,/,-2%
Cc1noc(C)c1COc1cccc(C(=O)N2CCN(C/C=C/c3ccccc3)CC2)c1,?,6,0%,17,-12,7,-14,-3%,-1.0%,-3%,1%
O=C(CSc1nnc2ccc(-c3cccnc3)nn12)Nc1ccc(F)cc1,/,/,1%,0,0,2,-1,/,0.0%,/,/
CC(=O)N1CCN(C(=O)c2ccc(NS(=O)(=O)c3ccc4[nH]c(=O)[nH]c4c3)cc2)CC1,/,/,2%,0,-15,6,-1,/,8.4%,/,/
O=C(c1cccc(Br)c1)N1CCN(c2ccc(N3CCOCC3)nn2)CC1,/,/,0%,2,4,9,0,/,0.2%,/,/
O=C(COc1ccc(F)cc1Br)NCCCN1CCCC1=O,/,/,1%,/,-3,-8,-9,/,-0.8%,/,/
Cc1ccc(S(=O)(=O)NCCC(=O)Nc2ccc(Cl)c(Cl)c2)cc1C,?,-5,0%,6,7,-1,/,5%,-0.5%,1%,0%
COc1ccccc1C(=O)NCCC(=O)Nc1ccc(OC(F)(F)F)cc1,-15%,-2,2%,0,-6,5,-3,-11%,-0.8%,/,5%
Cc1cccc(C(=O)NCC(=O)OCc2nc(N)nc(Nc3ccccc3C)n2)c1,/,/,1%,/,2,-21,10,/,-1.4%,/,/
CN(C)CCOC(=O)C12CC3(C)CC(C)(CC(C)(C3)C1)C2,/,0,-1%,6,3,7,1,4%,-0.1%,3%,-3%
O=C(NN1CCCCC1)c1ccc(COc2ccc(Cl)cc2)cc1,22%,-2,3%,-2,5,18,i,0%,0.0%,-1%,-1%
CC(C)CC1NC(=O)N(CC(=O)Nc2ccc3c(c2)OCCO3)C1=O (stereo not given),/,/,0%,-3,13,-14,6,/,0.0%,/,/
COc1ccccc1C(C)Nc1ccc(S(=O)(=O)N2CCN(C)CC2)cc1[N+](=O)[O-] (stereo not given),/,/,-2%,9,-13,-13,10,/,0.2%,/,/
O=C(/C=C/c1ccc(Cl)cc1Cl)Nc1cccc(S(=O)(=O)NC2=NCCCCC2)c1,-5%,-3,-11%,2,3,-13,2,19%,0.2%,0%,-1%
Cc1c(NC(=O)COc2ccc(C(C)C)cc2)c(=O)n(-c2ccccc2)n1C,/,/,0%,0,2,-5,3,17%,-0.6%,-1%,-2%
O=C(CSc1nccn1-c1ccc(Cl)cc1)NCc1ccc2c(c1)OCO2,-6%,-4,4%,?,11,-14,-1,-3%,0.0%,3%,2%
CCOC(=O)N1CCN(C(=O)CNC(=O)c2nn(-c3ccc(OC)c(Cl)c3)c(=O)c3ccccc23)CC1,-8%,0,0%,-1,7,3,-5,2%,0.4%,11%,7%
CC(C)Sc1nc2c(c(=O)[nH]c(=O)n2C)n1Cc1ccccc1,-29%,5,0%,26,-2,-4,-3,7%,-0.2%,1%[11.5 µM],1%
CC1(c2ccccc2)NC(=O)N(CC(=O)Nc2ccc(N3CCOCC3)cc2)C1=O (stereo not given),/,/,3%,/,27,-11,2,/,-0.2%,/,/
C[C@H](CO)N1C[C@H](C)[C@@H](CN(C)C(=O)Nc2ccc(C(F)(F)F)cc2)Oc2ccc(NC(=O)NC3CCCCC3)cc2C1=O,/,/,-2%,/,15,-9,1,/,0.2%,/,/
Cc1nnc(SC(C)C(=O)Nc2sc3c(c2C#N)CCCC3)[nH]c1=O (stereo not given),16%,10,-6%,4,9,2,12,-5%,-0.3%,7%,-1%
Cc1cc2ccccc2n2c(SCC(=O)N3CCN(C(=O)c4ccco4)CC3)nnc12,3%,-10,-2%,3,/,/,/,13%,-0.9%,18%,4%
Cc1c(C(=O)N2CC3(CC(c4cccc(NC(=O)CC(c5ccccc5)c5ccccc5)c4)=NO3)C[C@@H]2C(N)=O)cc([N+](=O)[O-])cc1[N+](=O)[O-] (stereo not given in full),/,-1,-11%,0,0,-2,2,7%,0.1%,0%,-1%
N#Cc1cn(OCc2ccccc2)c(=O)[nH]c1=O,0%,-2,2%,4,2,16,-15,9%,-0.6%,1%,2%
CSc1cccc(NC(N)=S)c1,/,0,3%,2,-5,-14,-2,1%,-0.4%,2%,12%
CN(C)S(=O)(=O)c1cccc(NC(=O)c2ccc(-n3cncn3)c([N+](=O)[O-])c2)c1,/,/,0%,3,11,-8,6,/,0.1%,/,/
CCOC(=O)C1CCN(C(=O)Cn2cc(C(=O)C3CC3)c3ccccc32)CC1,-11%,3,2%,1,-18,7,7,4%,0.0%,-1%,1%
C=CCn1c(NCc2ccccc2)nc2ccccc21,/,1,2%,/,4,-9,4,-8%,-0.3%,-5%,-2%
O=C(Cn1cc(C(=O)c2cccs2)c2ccccc21)NCC1CCCO1 (stereo not given),6%,3,-1%,1,-3,-3,3,3%,0.2%,2%,0%
COc1ccc(C2c3c(oc4ccc(Cl)cc4c3=O)C(=O)N2Cc2ccco2)cc1OC (stereo not given),2%,-1,2%,7,/,/,/,3%,-0.4%,10%,-2%
O=C(CN1CCN(Cc2cccc(F)c2)CC1)NCc1ccccc1,-7%,1,1%,22,2,-5,24,-2%,-0.1%,-1%,-4%
CN(C)C(CNC(=O)c1ccc(NS(=O)(=O)c2cccc([N+](=O)[O-])c2)cc1)c1ccco1 (stereo not given),/,/,-5%,0,/,1,-5,5%,0.3%,4%,-4%
O=C(NCCN1C(=O)S/C(=C\c2ccccc2F)C1=O)C1CCN(S(=O)(=O)c2cccs2)CC1,9%,2,1%,-2,-10,10,25,-1%,-2.7%,1%,-3%
Cc1noc(C)c1CN1C(=O)NC2(CCCCCCC2)C1=O,-7%,6,5%,-2,?,-17,-10,2%,0.4%,-2%,2%
CCNC(=O)CCSc1nc2cc(Cl)ccc2o1,-9%,3,4%,?,1,-16,-10,11%,-0.9%,4%,0%
CCCc1nc2nc(C)c(NS(=O)(=O)c3ccc(F)cc3)c(=O)n2[nH]1,2%,-3,4%,1,2,-8,0,7%,-1.0%,/,-2%
O=C(CCN1CCN(CC(=O)Nc2ccccc2Cl)CC1)Nc1ccccc1F,-8%,1,-1%,4,-23,4,-28,0%,0.2%,-1%,6%

# An excerpt; the hit share may differ from the screen's.
